Source: PubChem BioAssay (National Center for Advancing Translational Sciences (NCATS))
AmpC det inh = Promiscuous and Specific Inhibitors of AmpC Beta-Lactamase (assay with detergent); P00811; purified AmpC, nitrocefin hydrolysis with detergent; Potency, µM (titrated, usually from 28.7 µM), for the others: at the top dose activity change, negative = inhibition; 0.09% of 71,000 active; active = well fitted curve in the direction sought with a large enough effect
Target sequence (P00811 whole entry, looked up): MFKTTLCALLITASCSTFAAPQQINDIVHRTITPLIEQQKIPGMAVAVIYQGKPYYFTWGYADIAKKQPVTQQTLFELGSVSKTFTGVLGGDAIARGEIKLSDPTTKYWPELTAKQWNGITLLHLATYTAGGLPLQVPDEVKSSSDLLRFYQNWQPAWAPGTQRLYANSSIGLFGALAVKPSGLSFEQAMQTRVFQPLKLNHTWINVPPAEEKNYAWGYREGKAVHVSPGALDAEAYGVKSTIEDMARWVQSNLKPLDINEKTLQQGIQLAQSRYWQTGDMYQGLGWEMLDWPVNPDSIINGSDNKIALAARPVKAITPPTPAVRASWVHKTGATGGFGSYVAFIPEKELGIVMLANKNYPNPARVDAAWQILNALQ
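E. coli AmpC (5.3 nM) in 20 mM phosphate pH 7.0 with 0.01% Triton X-100, preincubated 15 min RT with compound; nitrocefin (2 uL of 800 uM stock) hydrolysis followed by 480 nm absorbance every 20 s over 4 min.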
* marks the source's active call; other numbers are inactive results; [ ] = remark or other dose. % is scaled to controls: 0 for no effect and ±100 for the full control effect; potency is read from the fitted curve at half-maximal effect.

SMILES	AmpC det inh
O=C(Nc1ccc(F)c(F)c1)c1cccnc1	8%
Cc1noc(C)c1C(=O)N1CCC2(CCCN(Cc3ccc(C#N)cc3)C2)CC1	1%
CCCn1c(SC2C(=O)CC(C)(C)CC2=O)nc2c1c(=O)n(C)c(=O)n2C	-11%
CCOc1ccc(OCC)c(NC(=O)CCCN2C(=O)c3cccnc3C2=O)c1	-4%
Cc1noc(C)c1CN1C(=O)NC(Cc2ccccc2)(Cc2ccccc2)C1=O	14%
COc1cc2c(cc1NC(=O)CSc1nnc(Cc3cccs3)n1C)oc1ccccc12	-2%
COc1cccc(-c2nn(C)c3sc(C(=O)Nc4ccc5c(c4)OCCO5)cc23)c1	-2%
NC(=O)c1cc[n+](CC2=C(C(=O)[O-])N3C(=O)[C@@H](NC(=O)Cc4cccs4)[C@@H]3SC2)cc1	0%[12.8 µM]
Clc1ccc([C@@H]2C[C@H]3CC[C@@H]2N3)cn1	0%
Cc1ccc2c(c1)-c1c(cnn1CC(=O)Nc1ccccc1N1CCN(C)CC1)CO2	8%
COc1ccc2[nH]c(C)c(CCN3C(=O)C4C5C=CC(C5)C4C3=O)c2c1 (stereo unspecified)	12%
COc1cccc(C(=O)CSc2nnnn2C)c1	-3%
CCCn1c(=O)c2[nH]c(-c3ccc(S(=O)(=O)O)cc3)nc2n(CCC)c1=O	-2%
COc1ccc(CNc2cc(C)ccc2C)c(OC)c1OC	-1%
CCNc1nc(SCCOc2ccccc2)nc(N(C)C)n1	-2%
CCC(C)NC(=O)C1(C)CCC(=O)N1Cc1ccccc1OC (stereo unspecified)	-5%
O=c1[nH]c2cc3c(cc2cc1C(c1nnnn1C1CCCCC1)N1CCSCC1)OCCO3 (stereo unspecified)	14%
O=C(Nc1ccc2c(c1)OCO2)c1noc2c1CCCCC2	-5%
O=C(Nc1ccccc1)N1CCCC(c2nc(-c3cccs3)no2)C1 (stereo unspecified)	12%
CCOC(=O)C(C)n1cnc2sc3c(c2c1=O)CCC3 (stereo unspecified)	7%
CC(C)c1c(CN(C)[C@@H](C)Cc2ccccc2)n(C)n(-c2ccccc2)c1=O	-2%[12.8 µM]
NC(=O)c1ccccc1NC(=O)c1ccccc1F	0%
O=c1[nH]c(=S)[nH]nc1Cc1ccccc1	1%
O=C(O)CCCC(=O)N(Cc1ccccc1)Cc1ccccc1	-3%
CC(C)Oc1ccc(C(=O)N2CCCc3ccccc32)cc1	7%
C=CCOC(=O)C1=C(C)NC2(O)c3ccccc3C(=O)C12O (stereo unspecified)	5%
COc1ccc(OC)c(C(=O)Cn2nnc3ccccc3c2=O)c1	1%
Cn1c(NCc2ccccc2Cl)nc2ccccc21	10%
O=C(c1ccco1)N1CCN(c2nc(C(F)(F)F)nc3c2nnn3Cc2ccccc2)CC1	15%
CC1(C)CC(=O)N(CC(=O)O)c2ccccc2S1	-3%
CCOc1cc(C(=O)N2CCCC2)cc(OCC)c1OCC	-1%
O=c1cnc2cnc(Nc3ccccc3)nc2n1C1CC1	1%
O=C1CC(N2CCCCCC2)C(=O)N1c1ccc2c(c1)OCO2 (stereo unspecified)	-1%
CCOCC(=O)Nc1nnc(SCCOC)s1	0%
CC1CCCCC1NC(=O)CC1Oc2ccccc2NC1=O (stereo unspecified)	15%
CCc1ccc2oc(-c3cc(N)ccc3Cl)nc2c1	-1%
CC(C)(C)NC(=O)CN(C(=O)CCN1CCCc2ccccc21)C(C)(C)C	0%
CCc1nc2oc3ccccc3c(=O)c2c(=O)n1Cc1ccccc1	-2%
COC(=O)C(C)Sc1nc2c(c(=O)[nH]c(=O)n2C)n1CCC(C)C (stereo unspecified)	11%
Cc1noc(C)c1CSCC(=O)OCc1nc2ccccc2c(=O)n1CC#N	-3%

Quoted at random: 7 compounds from above.
SMILES	AmpC det inh
CCc1nc2oc3ccccc3c(=O)c2c(=O)n1Cc1ccccc1	-2%
O=C(O)CCCC(=O)N(Cc1ccccc1)Cc1ccccc1	-3%
COc1ccc(OC)c(C(=O)Cn2nnc3ccccc3c2=O)c1	1%
NC(=O)c1ccccc1NC(=O)c1ccccc1F	0%
CCOc1cc(C(=O)N2CCCC2)cc(OCC)c1OCC	-1%
O=c1cnc2cnc(Nc3ccccc3)nc2n1C1CC1	1%
Cc1noc(C)c1CSCC(=O)OCc1nc2ccccc2c(=O)n1CC#N	-3%

Laid out differently: seven of the compounds above.
SMILES,AmpC det inh
C=CCOC(=O)C1=C(C)NC2(O)c3ccccc3C(=O)C12O (stereo unspecified),5%
COc1ccc(OC)c(C(=O)Cn2nnc3ccccc3c2=O)c1,1%
Cn1c(NCc2ccccc2Cl)nc2ccccc21,10%
O=C(c1ccco1)N1CCN(c2nc(C(F)(F)F)nc3c2nnn3Cc2ccccc2)CC1,15%
CC1(C)CC(=O)N(CC(=O)O)c2ccccc2S1,-3%
CCOc1cc(C(=O)N2CCCC2)cc(OCC)c1OCC,-1%
O=c1cnc2cnc(Nc3ccccc3)nc2n1C1CC1,1%

The results go on:
SMILES	AmpC det inh
CC(C)n1c(C(O)c2ccc3c(c2)OCO3)nc2ccccc21 (stereo unspecified)	10%
CC1CCN(CCn2c(=S)[nH]c3ncccc3c2=O)CC1	2%
CCOc1ccc(Br)c(C2(O)CC(C)N(C)CC2C)c1 (stereo unspecified)	-4%
CCCCCC(=O)O[C@H](CC(=O)O)C[N+](C)(C)C	-2%
COC(=O)N1CCC[C@@]2(CCN(Cc3cc(C(F)(F)F)cc(C(F)(F)F)c3)C2)C1	0%
CC(c1ccccc1)C1NC(C(=O)O)CS1 (stereo unspecified)	-2%
Cc1cccc(-n2c(=O)cc(N3CCN(c4ccc(F)cc4)CC3)[nH]c2=O)c1	7%
COc1ccc2c(c1)CCc1c(C(=O)NCc3ccc(F)cc3)noc1-2	10%
CC(=O)N=C1SC2CS(=O)(=O)CC2N1c1cccc(Cl)c1Cl (stereo unspecified)	-2%
Cc1ccc(-n2cnnn2)c2cccnc12	-3%
COCCCn1c(SCC(=O)NC(C)C)nnc1-c1ccccc1	-2%
COc1cccc(NC(=O)CNC(=O)c2ccc(F)cc2)c1	-4%
Cc1cc(C)c(C(=O)CN2CCOCC2)c(C)c1	-2%
O=C(Cn1cc2c(n1)CCCC2)NCc1cccc(Cl)c1	22%
COCCOC(=O)C1=C(C)NC(=O)N(C(C)=O)C1c1ccc(Cl)cc1 (stereo unspecified)	6%
CN(c1ccccc1C(=O)N1CCN(c2cccc(Cl)c2)CC1)S(C)(=O)=O	-4%
CCCC(=O)Nc1ccc(C(=O)O)cc1NC(=O)CCC	-2%
CCN1CCN(c2ccc(NC(=O)c3ccc4c(c3)OCO4)cc2)CC1	-6%
CCCOc1ccc(C(=O)NCc2ccco2)cc1	3%
Cc1cccc(CSC2=NCCN2C(=O)c2ccc(Br)o2)c1	6%
COCCNC(=O)c1noc2c1CCc1cc(OC)ccc1-2	-6%
C=CCn1c(SCC(=O)C(C)(C)C)nnc1-c1ccccn1	16%
CN(C(=O)c1ccccc1)C1(C)CCS(=O)(=O)C1 (stereo unspecified)	-3%
CCOC(=O)CSc1nnc(-c2cccs2)n1-c1ccccc1	0%
COC(=O)[C@@]1(Cc2ccccc2)[C@H]2c3cc(C(=O)N(C)C)n(CCN4CNCC4=O)c3C[C@H]2CN1C(=O)c1ccccc1	2%
CC1CCCCN1C(=O)CSCC(=O)Nc1nc(-c2cccs2)cs1 (stereo unspecified)	11%
N#CCCn1c(=O)c(-c2cc(F)cc(F)c2)nc2cnc(Oc3cccc(Cl)c3)nc21	3%
Cc1ccc(C(=O)NC2CC3CCCC(C2)N3C(=O)NC2CCCCC2)cc1 (stereo unspecified)	-4%
COCCn1c(=O)c(-c2ccccc2)nc2cnc(N(C)C)nc21	1%
Cc1cc(C)cc(OCC(=O)Nc2nonc2NC(=O)COc2cc(C)cc(C)c2)c1	-5%
CC1CCCN(Cc2nc3c(c(=O)n(C)c(=O)n3C)n2Cc2c(F)cccc2Cl)C1 (stereo unspecified)	10%
Cc1ccccc1C1CC(c2ccc(Br)cc2)Nc2nc(N)nn21 (stereo unspecified)	12%
Cn1cc(CC(=O)Nc2cccc(C#N)c2)c2ccccc21	-4%
CCCCN(C)C(=O)CS(=O)(=O)Cc1nc(-c2cccc(OC)c2)oc1C	3%
Cc1nn(-c2ccccc2)c(-c2ccccc2)c1C(=O)O	0%
CCC(=O)Nc1ccc(Cl)c(NC(=O)C(C)C)c1	0%
Cc1cc(C)nc(N2CCC(C(=O)NCc3cccc(C(F)(F)F)c3)CC2)n1	-2%
CCSCCOC(=O)C1=C(C)NC(=O)NC1c1cccc(OC)c1OC (stereo unspecified)	4%
COc1ccc(-n2c(=O)c(-c3ccc(F)cc3)nc3cnc(N4CCNCC4)nc32)cc1	1%
CCOc1ccc(OCC)c(NC(=O)C2CCCN(S(=O)(=O)c3c(C)n[nH]c3C)C2)c1 (stereo unspecified)	13%
O=C(NCC(c1cccnc1)N1CCOCC1)Nc1ccccc1 (stereo unspecified)	-3%
Cc1c(NC(=O)C2CCN(S(=O)(=O)c3ccccc3)CC2)c(=O)n(-c2ccccc2)n1C	-2%
CN(C)c1ccc(CNC(=O)CN(C)S(=O)(=O)c2cccc3cccnc23)cc1	9%
CC1CN(Cc2nc3c(c(=O)[nH]c(=O)n3C)n2CCN2CCOCC2)CC(C)O1 (stereo unspecified)	-2%
O=C(NC1CCCC1)C(c1cccs1)N(C(=O)c1ccco1)c1ccc2c(c1)OCCO2 (stereo unspecified)	-2%
Cc1cc(-c2cc(C)c(O)c(C(C)(C)C)c2)cc(C(C)(C)C)c1O	-2%[5.75 µM]
COc1ccc(C2CC(=O)c3cnc(NC(=O)c4ccccc4)nc3C2)cc1OC (stereo unspecified)	9%
Cn1c(=O)c(-c2ccccc2)nc2cnc(OCc3ccccc3)nc21	-2%
COC(=O)C1=C(NC(=O)c2cccs2)CCS1	2%
Cc1ccc(-c2csc(N(CC3CCCO3)C(=O)c3ccco3)n2)cc1 (stereo unspecified)	17%
OC1CC2CC[C@H](C1)N2CCCN1c2ccccc2Sc2ccc(Cl)cc21 (stereo partly specified)	-2%[5.75 µM]
O=C(CN1CC(c2ccccc2)CC1=O)Nc1ccc(F)cc1 (stereo unspecified)	2%
COc1ccccc1C(=O)NCc1ccncc1	-3%
O=C1C(Cl)=C(Nc2ccc(S(=O)(=O)Nc3ccccn3)cc2)C(=O)c2ccccc21	-5%[5.75 µM]
CCOC(=O)Nc1c(C)n(C)n(-c2ccccc2)c1=O	-3%
COc1ccc(C(CNC(=O)Cc2cc(OC)c(OC)c(OC)c2)N2CCCC2)cc1 (stereo unspecified)	-2%
CCOC(=O)C1C(C)N=C2SCC(=O)N2C1c1cccc(Br)c1 (stereo unspecified)	19%
Cc1ccc(-n2ncc(C#N)c2/N=C/N(C)C)cc1	-5%
Cc1nnc(SCc2ccc(C(=O)c3ccc(Cl)cc3)o2)n1-c1ccccc1	-6%
CCn1c(=O)cc(OCC(=O)N2CCN(Cc3ccc4c(c3)OCO4)CC2)c2ccccc21	-5%

New compounds follow:
SMILES	AmpC det inh
CCCc1cc(=O)[nH]c(SC(CC)C(=O)Nc2ccccc2C#N)n1 (stereo unspecified)	23%
Cc1ccc2ncccc2c1	13%
Cc1cc(C(=O)COC(=O)CCc2nc3ccccc3s2)c(C)n1C	0%
CC(=O)Cc1nsc(NC(=O)c2ccc(-c3ccc(Cl)c(C(F)(F)F)c3)o2)n1	-1%
CCN(CC)c1ccc(NC(=O)c2nc3nc(C)cc(C(F)F)n3n2)cc1	10%
CCCCOc1ccc(C2(C)CC(=O)NC2=O)cc1 (stereo unspecified)	-4%
CSc1nc(-c2ccccc2O)nc(-c2ccccc2O)n1	20%
Cc1cc2cc(CCNC(=O)c3ccc(S(=O)(=O)N4CCOCC4)cc3)c(=O)[nH]c2cc1C	0%
Clc1ccccc1-c1nc(-c2ccncc2)no1	-1%[5.75 µM]
CCCS(=O)(=O)N1CCCC(C(=O)N2CCN(C(=O)OCC)CC2)C1 (stereo unspecified)	-2%
COc1ccc(C2C3=C(CC(c4ccco4)CC3=O)Nc3ccccc3N2C(C)=O)cc1 (stereo unspecified)	12%
Cc1nn(-c2ccccc2)nc1CNC(=O)C(C)Cc1ccccc1 (stereo unspecified)	15%
O=C(CSc1ncccc1C(=O)O)NCCC1=CCCCC1	-1%
c1cncc(CNc2ncncc2-c2cccnc2)c1	9%
CC(C)C[C@H](N)c1nnc(S(=O)(=O)Cc2cccc(F)c2)o1	2.5µM*
CCOc1ccc2[nH]c(=O)c(CN(Cc3ccco3)C(=O)c3ccc(Br)cc3)cc2c1	-4%
Cc1ccc2nc(-c3ccc(SCC(=O)Nc4cc(C)on4)nc3)[nH]c2c1	11%
CCOc1ccc(-c2nc(N)nc(C)c2-c2ccc(OC)c(OC)c2)c(O)c1	-2%
Cc1nccn1CC(=O)O	-3%
c1ccc(-c2nn3c(C4COc5ccccc5O4)nnc3s2)cc1 (stereo unspecified)	-2%
COc1ccc(C(=O)CSc2nnc(Cc3ccccc3)o2)cc1	8%

Only part of the results is shown. The share of hits here may be higher or lower than overall.
